Tb PFK block = blocks T. brucei phosphofructokinase; T. brucei PFK, ADP-Glo luminescence; 330,000 tested, 0.17% active; Potency, µM (doses to about 57.5 µM), for inactives: top-dose activity, negative = inhibition, usual class: inhibitors; AID 485367;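 note: potency is the fitted concentration of half-maximal effect; 0% = uninhibited 1x PFK enzyme wells and -100% = no-enzyme wells; nearly all actives have a fitted effect of over 60% in size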
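Activity is normalized to no-enzyme wells (full inhibition) and 1.25 nM enzyme wells (no inhibition). Reaction: 0.5 mM F6P, 0.1 mM ATP, 45 min RT, ADP-Glo luminescence; concentration-response curves fitted and classed by quality.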
Giardia killer = Giardia lamblia killing | activity change, % at 7.66 µM, hits read low | 340,000 tested, 0.15% active | Giardia lamblia trophozoite viability; in the data active = activity change below about -80%; inconclusive = between about -30% and that limit;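 note: parasites exposed to compound for two days anaerobically before the ATP read; % is set by controls: 0 for no effect and ±100 for the full control effect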
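Trophozoite viability was measured as ATP-dependent luminescence, read 15-30 min after reagent addition. Before that, parasites at 100 cells/well were exposed to compounds for 48 h, anaerobically, at 37 deg C.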
FBPA coupling cs = coupling enzyme interference in Giardia aldolase counter-screen | coupling enzyme system counterscreen, AmpLite Red fluorescence | activity change, negative = inhibition, % at 58.2 µM, hits read low | 290,000 tested, 0.67% active | AID 2472; in the data active = activity change below about -30%; note: % is set by controls: 0 for no effect and ±100 for the full control effect
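Fluorescence at 525 nm excitation and 598 nm emission measured inhibition of the coupled detection system without aldolase. Compounds (at 57.5 uM final) were preincubated 10 min at room temperature with coupling enzyme reagent before a 20 min substrate/AmpLite Red step.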
Chronic BCR inh = inhibitors of chronic active B-cell receptor signaling; ABC-DLBCL IkBa-CBG/CBR reporter, luminescence ratio, 4 h; Potency, µM (series often up to 46.1 µM), for inactives: at the highest dose ratio change, negative = lower green/red ratio, usual class: inhibitors; 340,000 tested, 0.05% active; AID 493014; active = well fitted inhibition curve with a large enough effect in the signal ratio, with a control signal flat, not every such curve was filed as active; inconclusive = small, poorly fitted or top-dose-only effect, or effect the other way, or a change in a side signal; the % refers to the signal ratio;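 note: potency is the fitted concentration of half-maximal effect; plate controls were basal doxycycline-induced cells for no effect and cells given 10 µM MG132 for full effect; MG132 reads +100%, hits lower the ratio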
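TMD8 ABC-DLBCL cells carrying doxycycline-inducible green luciferase fused to IkappaBalpha plus unfused red luciferase were exposed to compounds (up to 46 uM) for 4 hrs at 37C. Activity came from the overlap-corrected green/red luminescence ratio.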
PTAP TSG101 blk = blocks PTAP/TSG101 interaction to inhibit HIV-1 budding | 340,000 tested, under 10 active | Fluorescence polarization, FITC-PTAP peptide / Tsg101 binding | Q99816 | Potency, µM (series often up to 115 µM), without a hit: at the top dose activity change, negative = inhibition, hits mostly inhibitors; active = well fitted inhibition curve with a large enough effect in the main read-out, with a control signal flat, not every such curve was filed as active; inconclusive = small, poorly fitted or top-dose-only effect, or effect the other way, or a change in a side signal; inactive = no such curve, though single readings can be large or run the other way; note: potency is the fitted concentration of half-maximal effect; % of control where 0% means no effect
Target sequence (Q99816 whole entry, looked up): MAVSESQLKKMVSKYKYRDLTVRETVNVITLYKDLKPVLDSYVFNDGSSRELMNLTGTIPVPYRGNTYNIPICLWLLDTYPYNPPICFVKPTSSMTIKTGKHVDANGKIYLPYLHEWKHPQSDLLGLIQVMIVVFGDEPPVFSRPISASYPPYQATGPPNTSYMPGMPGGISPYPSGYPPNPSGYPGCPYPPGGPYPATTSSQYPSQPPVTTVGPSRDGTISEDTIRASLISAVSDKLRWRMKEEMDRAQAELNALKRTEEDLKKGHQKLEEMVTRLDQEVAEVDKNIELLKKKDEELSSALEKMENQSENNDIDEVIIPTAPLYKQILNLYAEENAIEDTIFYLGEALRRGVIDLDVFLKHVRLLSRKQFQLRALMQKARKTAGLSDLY
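Fluorescence polarization binding of Tsg101 binding domain (10 uM final) to FITC-labeled PTAP peptide (50 nM final) in HEPES pH 7.5 buffer with NaCl, Tween 20, EDTA, TCEP. Compounds added before peptide; binding 20 min at RT.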
ASM inhibitor = human S-ASM enzyme inhibition; placental ASM, HMU-PC fluorogenic substrate, 60 min; Potency, µM (highest dose often 57.5 µM), inactives show at the highest dose activity change, negative = inhibition, usual class: inhibitors; 340,000 tested, 0.006% active; note: potency is the fitted concentration of half-maximal effect
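Fluorogenic HMU-PC substrate (9 uM final) is turned over by placental ASM in 60 min at 37 C after a 10 min compound preincubation. Reaction ended by alkaline stop (pH 10), with fluorescence read at 386/447 nm.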
B2AR arrestin = beta2AR (human) beta-arrestin recruitment activity. P07550. beta-arrestin recruitment to beta2AR, cell-based reporter. Potency, µM (top dose mostly 46.1 µM), for inactives: at the highest dose activation, hits mostly activators. 330,000 tested, 0.02% active;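 note: potency is the fitted concentration of half-maximal effect; 0% = DMSO controls and full agonism = EC100 isoproterenol or metaproterenol; nearly all actives have a fitted effect of over 65% in size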
a7 integrin act = activators of alpha7 integrin expression for muscular dystrophy; Potency, µM (top dose mostly 38.3 µM), without a hit: at the highest dose activation, usual class: activators; 350,000 tested, 0.064% active; alpha7betagal myoblasts, beta-gal FDG fluorescence, 48 h;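 note: potency is the fitted concentration of half-maximal effect; 100% = response of the positive control SU9516; nearly all actives have a fitted effect of over 60% in size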
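alpha7betagal+/- myoblasts (passage 13, 250/well) treated 48 h at 37C with compounds at 1:260 dilution of DMSO stock. Lysed, then beta-galactosidase activity read as FDG fluorescence (ex 480/em 540) after 30 min, with pre-read for autofluorescence.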
PKM2 act = activators of human pyruvate kinase M2 | P14618 | purified PKM2, Kinase-Glo ATP luminescence, activation; response scale: 0% is enzyme alone, no compound | Potency, µM (series often up to 57.5 µM), for inactives: top-dose activation, usual class: activators | 260,000 tested, 0.34% active | AID 1631; note: potency is the fitted concentration of half-maximal effect; % is set by controls: 0 for no effect and ±100 for the full control effect; nearly all actives have a fitted effect of over 55% in size
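hPK-M2, >95% pure; 0.1 mM ADP / 0.5 mM PEP final; imidazole pH7.2 buffer w/ 7 mM MgCl2, 50 mM KCl; 1 h RT; Kinase-Glo lum. Intermediate enzyme activity for dual inhibitor/activator qHTS.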
GALK inhibitor = galactokinase (human) inhibition; P51570; Purified GALK, Kinase-Glo residual ATP luminescence; Potency, µM (top dose mostly 57.5 µM), for inactives: at the highest dose activity change, negative = inhibition, hits mostly inhibitors; 270,000 tested, 0.007% active; AID 1868; note: potency is the fitted concentration of half-maximal effect; % is set by controls: 0 for no effect and ±100 for the full control effect
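Compounds were pin-transferred into ATP buffer (35 uM final), then GALK plus galactose (5 nM, 100 uM final) was added. After 1 h at room temperature, Kinase-Glo Plus was added and luminescence read after 10 min.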
Menin MLL FP TR = displaces Texas Red mutant MLL peptide from human menin; 270,000 tested, 0.23% active; Potency, µM (top dose mostly 61.6 µM), for inactives: at the highest dose FP activity change, negative = inhibition, usual class: inhibitors; Menin + Texas Red MLL mutant peptide, fluorescence polarization; active = well fitted inhibition curve with a large enough effect in the polarisation, with a control signal flat, not every such curve was filed as active; inconclusive = small, poorly fitted or top-dose-only effect, or effect the other way, or a change in a side signal; inactive = no such curve, though single readings can be large or run the other way; the % refers to the polarisation; note: potency is the fitted concentration of half-maximal effect; % of control where 0% means no effect; many of its hits are not listed in these tables
Target sequence (O00255 whole entry, looked up): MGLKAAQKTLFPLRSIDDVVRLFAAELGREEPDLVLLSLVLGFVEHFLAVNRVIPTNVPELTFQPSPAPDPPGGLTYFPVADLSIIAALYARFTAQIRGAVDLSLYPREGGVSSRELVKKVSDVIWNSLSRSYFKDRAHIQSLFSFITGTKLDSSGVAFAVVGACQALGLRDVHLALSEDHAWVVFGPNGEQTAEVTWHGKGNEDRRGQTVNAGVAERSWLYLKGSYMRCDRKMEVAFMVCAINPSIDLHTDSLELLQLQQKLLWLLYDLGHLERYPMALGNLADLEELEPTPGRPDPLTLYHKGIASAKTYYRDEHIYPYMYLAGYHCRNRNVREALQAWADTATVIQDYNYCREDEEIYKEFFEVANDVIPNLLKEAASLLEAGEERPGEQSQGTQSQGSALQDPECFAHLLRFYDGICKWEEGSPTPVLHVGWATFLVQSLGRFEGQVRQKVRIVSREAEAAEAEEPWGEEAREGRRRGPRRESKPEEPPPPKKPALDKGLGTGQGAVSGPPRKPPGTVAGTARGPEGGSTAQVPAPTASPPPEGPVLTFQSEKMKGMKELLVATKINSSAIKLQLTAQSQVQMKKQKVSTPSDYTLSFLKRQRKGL
* hit, by the source's call; ? = inconclusive; · = not tested or not shown; [ ] = remark or other dose. Unless noted, calls come from the whole dose curve; as a rule, active = well fitted curve in the direction sought with a large enough effect; inconclusive = small, poorly fitted or top-dose-only effect, or another doubt; inactive = no such curve, though single readings can be large; an effect the other way counts as inactive or inconclusive. An excerpt; count on the stated rates, not on these rows.

The line under a structure holds: Tb PFK block	Giardia killer	FBPA coupling cs	Chronic BCR inh	PTAP TSG101 blk	ASM inhibitor	B2AR arrestin	a7 integrin act	PKM2 act	GALK inhibitor	Menin MLL FP TR
COc1ccc2c(c1)CCC/C2=N\OC(=O)c1ccccc1F
 : -2%	1	-1	1%	-3%	4%	-0.1%	11%	-1%	4%	10%
Fc1ccc(-n2nnnc2-c2cnc(-c3cccs3)nc2C(F)(F)F)cc1
 : 0%	-1	1	?	-11%	-9%	-0.8%	-55%[inhibitor]	-26%	2%	7%
COc1ccc(Cl)cc1S(=O)(=O)Nc1ncn[nH]1
 : 2%	8	2	-5%	1%	-7%[11.5 µM]	-0.2%	5%	1%	-2%	5%
CN(CCOc1ccccc1)C(=O)CNC(=O)c1ccc(C(C)(C)C)cc1
 : -4%	6	·	-1%	0%	-2%	0.0%	-14%	·	·	·
COc1cc(NC(=O)c2ccc(NC3=NC4CS(=O)(=O)CC4S3)cc2)cc(OC)c1OC (stereo unspecified)
 : 0%	1	1	-1%	0%	2%	0.2%	-7%	2%	·	1%
CC(C)c1ccc(C(CC(=O)O)N2Cc3ccccc3C2=O)cc1 (stereo unspecified)
 : 4%	-5	6	0%	-6%	1%	0.2%	9%	·	-3%	12%
CCOc1ccc(-n2c(SCC(=O)NCc3ccco3)nc3c(c2=O)SCC3)cc1
 : 18%	4	2	-5%	-3%	-1%	0.3%	-27%	4%	0%	0%
C=CCOc1cccc(C2/C(=C(/O)c3ccccc3)C(=O)C(=O)N2CCN2CCOCC2)c1 (stereo unspecified)
 : 1%	-14	1	7%	0%	2%	0.5%	6%	-2%	2%	32%[activator]
O=C(COc1ccc([N+](=O)[O-])cc1)Nc1ccc(N2CCN(C(=O)c3ccco3)CC2)cc1
 : -6%	-6	·	2%	-6%	-2%	0.2%	-14%	37%	9%	·
CCn1c(-c2cc(-c3cccc(OC)c3)nc3ccccc23)n[nH]c1=S
 : 2%	-5	1	?	-3%	-6%	-1.0%	-13%	-3%	0%	-2%
Cc1nn(C(C)CC(=O)O)c(C)c1Br (stereo unspecified)
 : -5%	-6	3	-2%	-4%	3%	0.1%	-2%	1%	2%	4%
CCOC(=O)c1cnc2nc(C(F)(F)F)[nH]n2c1=O
 : 0%	4	-1	?	-7%	0%	0.3%	-23%	-6%	-2%	·
C=CCc1cccc(/C=N/c2ncccc2O)c1O
 : -5%	13	-43*	-3%	1%	-2%	-0.1%	7%	2%	-3%	?
c1cncc(-c2nc3cc4ccccc4cc3[nH]2)c1
 : 1%	?	-10	?	-3%	145%[activator]	-0.6%	-12%	-18%	-1%	·
CNC(=O)NC(=O)CSc1nnc(-c2ccc(F)cc2)n1CC1CCCO1 (stereo unspecified)
 : 7%	1	0	-1%	0%	1%	-0.2%	-10%	8%	0%	6%
O=C(NNC(=S)NCc1ccccc1)c1ccc2c(c1)OCO2
 : -1%	9	-2	2%	-1%	5%	-1.2%	0%	-16%	0%	10%
O=C(c1ccco1)N1CCN(S(=O)(=O)c2ccc(F)cc2)CC1
 : -1%	-6	5	4%	-4%	-6%	-0.3%	-12%	27%	0%	0%
CCN(CC)C(=O)[C@H]1C[C@H](CC(=O)NC/C=C(\C)CCC=C(C)C)C(=O)N2CCc3c([nH]c4cc(CCC(=O)N(C)C)ccc34)[C@]12C
 : -15%	-26	·	?	0%	-3%	3.4%	-23%	·	·	·
Cc1cc(C(F)F)nn1CC(=O)NCc1ccc(Cl)cc1Cl
 : -3%	18	4	15%	-3%	2%	5.3%	8%	-1%	-1%	0%
CCCCc1c(O)nc(SCC(=O)N2CCOCC2)n(-c2ccccc2OC)c1=O
 : 4%	-1	2	-8%	1%	3%	-0.4%	10%	7%	6%	-17%

Part of the list above, tab-delimited.
mol	Tb PFK block	Giardia killer	FBPA coupling cs	Chronic BCR inh	PTAP TSG101 blk	ASM inhibitor	B2AR arrestin	a7 integrin act	PKM2 act	GALK inhibitor	Menin MLL FP TR
c1cncc(-c2nc3cc4ccccc4cc3[nH]2)c1	1%	?	-10	?	-3%	145%[activator]	-0.6%	-12%	-18%	-1%	·
CNC(=O)NC(=O)CSc1nnc(-c2ccc(F)cc2)n1CC1CCCO1 (stereo unspecified)	7%	1	0	-1%	0%	1%	-0.2%	-10%	8%	0%	6%

Continued:
The line under a structure holds: Tb PFK block	Giardia killer	FBPA coupling cs	Chronic BCR inh	PTAP TSG101 blk	ASM inhibitor	B2AR arrestin	a7 integrin act	PKM2 act	GALK inhibitor	Menin MLL FP TR
Cc1sc2nc(-c3ccccc3)oc(=O)c2c1C
 : 10%	28	4	?	-6%	16%	-0.2%	11%	3%	0%	-13%
C=CCn1c(SCC(=O)c2c(N)n(C)c(=O)n(C)c2=O)nnc1-c1ccoc1C
 : -1%	-8	·	4%	-2%	2%	0.0%	-16%	·	·	·
Cc1n[nH]c(C)c1CCN(C)Cc1cn(C)nc1-c1ccccc1F
 : 1%	1	1	1%	0%	-4%	-1.1%	-19%	-4%	4%	-5%
Cc1ccccc1-c1nc2sc3c(c2c(=O)n1N)CCCC3
 : 5%	-21	0	?	-2%	0%	-0.8%	3%	3%	1%	-4%
Cc1cc(N/N=C/c2c(O)ccc3ccccc23)nc(-c2ccccc2O)n1
 : 1%	-9	2	?	-4%	-2%	0.0%	-56%[inhibitor]	-3%	1%	?
Cc1cccc(C(=O)Nc2cc(S(=O)(=O)N3CCOCC3)ccc2N2CCCC2)c1
 : -6%	0	·	-1%	-3%	1%	-0.1%	5%	·	·	·
Cc1cc(C)cc(C(=O)NCC(=O)NCCc2c[nH]c3ccccc23)c1
 : -3%	-15	0	-15%	-2%	3%	-1.1%	5%	·	4%	?
O=C(Nc1cccc(S(=O)(=O)N2CCOCC2)c1)c1cccc(S(=O)(=O)N2CCCCC2)c1
 : -1%	11	·	-6%	1%	-1%	-0.3%	15%	·	·	·
C/C(=N\NC(=O)CCn1nc(C)cc1C)C(C)(C)C
 : -3%	-6	2	?	-1%	4%	-0.6%	2%	10%	0%	1%
CCc1ccc2c(c1)cc(CN(C(=S)Nc1ccccc1Cl)C1CC1)c1nnnn12
 : -6%	-4	0	0%	-7%	-2%	-0.8%	1%	-19%	2%	?
CN(C)c1ccc(P(=O)(OCc2ccccc2)C(O)c2ccc(Br)cc2)cc1 (stereo unspecified)
 : -7%	-13	-1	-1%	-2%	-2%	0.6%	3%	-11%	1%	·
CCOc1c(OC)cccc1C1CC(=O)Nc2cc(OC)c(OC)cc21 (stereo unspecified)
 : 1%	12	0	?	-4%	5%	0.8%	5%	7%	-1%	-19%
CCCCSc1nnc(C)c(=O)[nH]1
 : -1%	-1	-2	0%	0%	3%	0.4%	2%	-3%	4%	0%
O=C(Oc1ccc(Cl)cc1N1C(=O)CCC1=O)c1ccco1
 : 0%	-6	0	5%	-1%	6%	-0.3%	-2%	13%	0%	-6%
COc1ccccc1C(NC(=O)C1CCCCC1)c1c(O)ccc2ccccc12 (stereo unspecified)
 : -1%	10	-1	?	-5%	6%	-0.8%	9%	2%	3%	?
COc1ccc(S(=O)(=O)N2CCN(C(=O)c3cccc(Cl)c3)CC2)cc1
 : -5%	9	3	?	-8%	-2%	0.0%	8%	17%	1%	-1%
COc1ccc(C(=O)Cn2c3ccccc3n3nc(CCC(=O)O)c(=O)nc23)cc1OC
 : -1%	6	4	?	·	3%	0.5%	-4%	1%	3%	-1%
CN(Cc1ccccc1)C1CCNCC1
 : -8%	16	0	1%	0%	0%	0.0%	29%	3%	5%	0%
Nc1cc(=O)[nH]c(SCCSc2cc(Cl)ccc2Cl)n1
 : 0%	6	0	-11%	-3%	1%	-0.9%	10%	·	2%	20%

Some entries already given, showing only a7 integrin act.
| canonical_smiles | a7 integrin act |
| --- | --- |
| C=CCOc1cccc(C2/C(=C(/O)c3ccccc3)C(=O)C(=O)N2CCN2CCOCC2)c1 (stereo unspecified) | 6% |
| O=C(NNC(=S)NCc1ccccc1)c1ccc2c(c1)OCO2 | 0% |
| CCc1ccc2c(c1)cc(CN(C(=S)Nc1ccccc1Cl)C1CC1)c1nnnn12 | 1% |

Screening data as filed in PubChem.
